ROC1-CUL1 inh: inhibitors of human ROC1-CUL1 ubiquitin ligase activity; E3 ubiquitin-protein ligase RBX1 (Homo sapiens) + Cullin-1 (Homo sapiens), P62877+Q13616; in vitro K48 di-Ub FRET, acceptor:donor ratio, 45 min; inhibition, % at 10 µM; 140,000 tested, 0.6% active; AID 1347404, 2020; in the data active = inhibition above about 25%
Target sequence (P62877 whole entry, looked up): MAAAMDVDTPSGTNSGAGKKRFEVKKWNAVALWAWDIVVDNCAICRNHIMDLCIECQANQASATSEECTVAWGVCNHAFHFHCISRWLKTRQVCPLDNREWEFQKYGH
Target sequence (Q13616 whole entry, looked up): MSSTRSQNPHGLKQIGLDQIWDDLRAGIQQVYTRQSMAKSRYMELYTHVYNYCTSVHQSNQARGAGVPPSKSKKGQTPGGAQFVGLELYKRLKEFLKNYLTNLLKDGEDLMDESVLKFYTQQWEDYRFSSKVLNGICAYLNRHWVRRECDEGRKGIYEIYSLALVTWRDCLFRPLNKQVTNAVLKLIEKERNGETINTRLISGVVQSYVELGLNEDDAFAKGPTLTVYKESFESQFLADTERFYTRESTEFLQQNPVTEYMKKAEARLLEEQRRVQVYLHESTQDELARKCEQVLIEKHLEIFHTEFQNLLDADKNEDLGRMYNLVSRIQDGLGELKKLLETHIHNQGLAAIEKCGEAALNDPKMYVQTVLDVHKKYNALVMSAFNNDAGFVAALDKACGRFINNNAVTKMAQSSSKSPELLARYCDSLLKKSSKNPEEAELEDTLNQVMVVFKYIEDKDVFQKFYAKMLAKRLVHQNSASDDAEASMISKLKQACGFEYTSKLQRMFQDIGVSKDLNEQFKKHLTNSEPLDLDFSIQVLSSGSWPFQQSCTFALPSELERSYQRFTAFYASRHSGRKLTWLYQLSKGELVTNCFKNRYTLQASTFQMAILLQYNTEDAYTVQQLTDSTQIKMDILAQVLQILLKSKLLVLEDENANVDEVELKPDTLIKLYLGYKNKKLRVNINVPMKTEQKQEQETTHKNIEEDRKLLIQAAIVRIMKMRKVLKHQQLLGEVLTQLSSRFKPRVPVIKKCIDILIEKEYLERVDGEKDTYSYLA
* hit, by the source's call. A portion of the library, so the mix of outcomes need not match the whole.

SMILES	ROC1-CUL1 inh
COc1ccc(NC(=O)CCc2nc3cccnc3n2-c2ccccc2)c(OC)c1	-16.4
CCOCCOC(=O)C1=C(C)N(C)C(=O)NC1c1ccc(Cl)c(Cl)c1 (stereo unspecified)	-1.7
Cc1cc(C)c(C2C(=O)c3cccc4c3N(CCC4)C2=O)c(C)c1 (stereo unspecified)	2.9
COc1ccccc1N1CCN(C(=O)c2ccc3c(c2)N(Cc2ccccc2)C(=O)c2ccccc2S3(=O)=O)CC1	-2.9
Cc1nn(CC(=O)N2CCN(c3ccccc3F)CC2)c(=O)c2cccn12	2.3
CO[C@H]1[C@H](NC(=O)COc2ccccc2)c2ccccc2C12CCN(C(=O)C1(C)CC1)CC2	-1.9
COc1cc(Cl)c(NC(=O)c2cc(CN3CCCC3)on2)c(OC)c1	4.5
COc1cc2nc(Nc3cccc(F)c3)nc(N)c2cc1OC	3.2
O=C(CC1NC2CCCCC2NC1=O)Nc1ccc2c(c1)OCCO2 (stereo unspecified)	0.9
COc1cccc(-n2cc(C(=O)Nc3cc(C)c(Cl)cc3OC)c3ccccc3c2=O)c1	3.3
CC1CCN(C(=O)CSc2c3c(nc4cc(Cl)ccc24)CCCC3)CC1	9.0
Cc1ccc(OCC(=O)NNC(=O)C(F)(F)F)c(Br)c1	-5.0
O=C(Nc1sc2c(c1C(=O)Nc1ccc(Cl)cc1)CCCC2)c1cccs1	3.5
Cc1cccc(Nc2nc(C)c3c(n2)CC(C)CC3=O)c1 (stereo unspecified)	5.1
CCc1ccc(C(=O)N2CCN(S(C)(=O)=O)CC2)cc1	-4.5
COc1ccc(NCc2nnc(SCC(=O)c3ccc(C)cc3)n2C)cc1	-4.8
Cc1cccc(NC(=O)CCC2CCN(Cc3cccc(C)n3)CC2)c1	-0.6
CC(C)c1cc2cccc[n+]2s1	2.6
Cc1cc(Cl)ccc1OCCCC(=O)Nc1nc(-c2ccccc2)cs1	10.7
C=CCc1ccc(OCC(O)CN2CCC(CN3C(=O)c4cccc5cccc(c45)C3=O)CC2)c(OC)c1 (stereo unspecified)	5.4
CC(C)Nc1nc2c(-c3cccc(Br)c3)nnn2c2ccccc12	7.8
CCCNC(=O)C1CCN(Cc2c(F)cccc2Cl)CC1	-11.4
O=C1NC(=O)C(=Cc2ccccc2OCCOc2ccccc2)C(=O)N1	3.8
CC1(C)CC(=O)c2ccc(Cl)cc21	4.6
O=C(c1sc2cccc(Cl)c2c1Cl)N1CCN(c2ccccc2F)CC1	-4.7
O=[N+]([O-])c1cccnc1N/N=C/c1ccc(Cl)c(Cl)c1	5.6
S=c1[nH]nc2c3cnn(-c4ccccc4)c3ncn12	3.2
O=C(Nc1cccnc1)C1COc2ccccc2O1 (stereo unspecified)	-3.3
O=C(O)CCC(=O)N1N=C(c2ccccc2)CC1c1ccc(Br)cc1 (stereo unspecified)	14.9
COc1ccc(C(=O)N/N=C/c2ccc(N(C)c3ccccc3)cc2)cc1	-3.4
COC(=O)CN1C(=O)C2(c3ccccc31)c1c(n[nH]c1-c1ccc(Cl)cc1)OC(=N)C2C#N (stereo unspecified)	-2.2
CCOC(=O)C1C(=O)CC(C)(O)C(C(=O)OCC)C1c1ccc(OC)c(Br)c1 (stereo unspecified)	0.4
O=C(OCc1ccc(Cl)c(Cl)c1)c1c2c(nc3ccccc13)CCCC2	0.3
CN(C)c1ccc(CN(C(=O)c2ccco2)C2CCS(=O)(=O)C2)cc1 (stereo unspecified)	1.2
CCCN1CCC(NC(=O)c2sc3cc(C)ccc3c2Cl)CC1	-4.9
Cc1ccc(OCC(=O)N2CCN(c3ccc([N+](=O)[O-])cc3Cl)CC2)cc1	-7.5
O=C(NCc1cccc(Cl)c1)C1CCCN(c2ncnc3onc(-c4ccc(F)cc4)c23)C1 (stereo unspecified)	5.0
O=C(NC1CCCC1)c1ccc2c(c1)N(Cc1ccccc1F)C(=O)c1ccccc1S2	9.9
Cc1nc(NC(=O)c2cccs2)nc(C)c1Br	-5.9
COc1ccc(NC(=O)c2ccc(NC(=O)CCS(=O)(=O)c3cccs3)cc2)cc1Cl	-2.7
O=c1c2c(-c3ccccc3)csc2nc2c3ccccc3c(SCc3ccccc3)nn12	-3.6
Cc1oncc1C(=O)Nc1cccc(F)c1C	2.8
CCc1ccc(NC(=O)CSc2nc(-c3ccc(C)cc3)nc3c2Cc2c(CO)cnc(C)c2O3)cc1	-1.5
Cc1ccc(CNC(=O)C(C)n2c(=O)cc(C(F)(F)F)c3c(C)nn(C)c32)cc1 (stereo unspecified)	-5.6
Cc1sc(NC(=O)c2ccco2)c(C(c2cccc(Cl)c2)N2CCOCC2)c1C (stereo unspecified)	3.9
CCN(Cc1nccn1C)C(=O)c1ccc(N2C[C@@H](C)O[C@@H](C)C2)nc1	1.3
Cc1ccc(OCc2cc(=O)n3cc(C)sc3n2)c(NC(=O)c2ccco2)c1	-6.4
Cc1ccc(Cn2c(=O)n(-c3cc(C)cc(C)c3)c(=O)c3oc4ccccc4c32)cc1	-5.2

14 of the compounds above, as a markdown table.
| Compound | ROC1-CUL1 inh |
| --- | --- |
| O=C(O)CCC(=O)N1N=C(c2ccccc2)CC1c1ccc(Br)cc1 (stereo unspecified) | 14.9 |
| COc1ccc(C(=O)N/N=C/c2ccc(N(C)c3ccccc3)cc2)cc1 | -3.4 |
| COC(=O)CN1C(=O)C2(c3ccccc31)c1c(n[nH]c1-c1ccc(Cl)cc1)OC(=N)C2C#N (stereo unspecified) | -2.2 |
| CCOC(=O)C1C(=O)CC(C)(O)C(C(=O)OCC)C1c1ccc(OC)c(Br)c1 (stereo unspecified) | 0.4 |
| O=C(OCc1ccc(Cl)c(Cl)c1)c1c2c(nc3ccccc13)CCCC2 | 0.3 |
| CN(C)c1ccc(CN(C(=O)c2ccco2)C2CCS(=O)(=O)C2)cc1 (stereo unspecified) | 1.2 |
| CCCN1CCC(NC(=O)c2sc3cc(C)ccc3c2Cl)CC1 | -4.9 |
| Cc1ccc(OCC(=O)N2CCN(c3ccc([N+](=O)[O-])cc3Cl)CC2)cc1 | -7.5 |
| O=C(NCc1cccc(Cl)c1)C1CCCN(c2ncnc3onc(-c4ccc(F)cc4)c23)C1 (stereo unspecified) | 5.0 |
| O=C(NC1CCCC1)c1ccc2c(c1)N(Cc1ccccc1F)C(=O)c1ccccc1S2 | 9.9 |
| Cc1nc(NC(=O)c2cccs2)nc(C)c1Br | -5.9 |
| COc1ccc(NC(=O)c2ccc(NC(=O)CCS(=O)(=O)c3cccs3)cc2)cc1Cl | -2.7 |
| O=c1c2c(-c3ccccc3)csc2nc2c3ccccc3c(SCc3ccccc3)nn12 | -3.6 |
| Cc1oncc1C(=O)Nc1cccc(F)c1C | 2.8 |

The listing continues.
SMILES	ROC1-CUL1 inh
CSc1cccc(Nc2nc3c(S(=O)(=O)c4ccccc4)nnn3c3ccc(Cl)cc23)c1	5.8
CC1(C)C=Cc2c(ccc3ccccc23)S1	14.3
Cc1cc(-c2nnc(CCC(=O)N(CC3CCC3)CC3CCCO3)o2)c(C)o1 (stereo unspecified)	-5.6
CCOc1ccc(NC(=O)Cn2cc(C(=O)c3ccc(F)cc3)c(=O)c3cc4c(cc32)OCCO4)cc1	-4.8
Cc1ccc(OC(=O)/C=C/c2cccc3ccccc23)cn1	-3.3
COc1cccc(N2CCN(C(=O)c3ccc4nc(N5CCC(C)CC5)sc4c3)CC2)c1	-0.4
COc1ccc2c(C)c(CCC(=O)NCc3ccc(Cl)cc3)c(=O)oc2c1C	1.0
COc1cc(OC)cc(C(=O)Nc2c(Cl)ccc3nsnc23)c1	5.3
CCCCOc1cc(-c2ccc(-c3cccs3)s2)c(OCCCC)cc1-c1ccc(-c2cccs2)s1	0.6
CCOCC(=O)Nc1cc(C(=O)NCCC(C)C)ccc1Cl	3.2
Cc1oc(-c2cccs2)nc1CN1CCCC(CNC(=O)c2cccs2)C1 (stereo unspecified)	-1.2
Cc1nccc(-c2ccccc2)n1	5.9
CCOC(=O)CC(=O)CSc1nc2ccccc2[nH]1	-5.5
COc1ccccc1N1CCN(c2nc3ccc(C)cc3nc2-n2nc(C)cc2C)CC1	6.8
CCOc1ccc(-n2nc3ccc(NC(=O)COc4c(C)cc(Cl)cc4Cl)cc3n2)cc1	2.1
CC(=O)N1CCc2c(sc3c2c(=O)n(Cc2ccccc2)c(=O)n3Cc2ccccc2F)C1	3.1
Cc1cnc(CCNC(=O)c2coc(CN3CCc4ccccc4C3)n2)[nH]1	8.4
COc1ccc(CCN2CC(NCc3cnn(C)c3)CC2=O)cc1 (stereo unspecified)	9.3
Cc1cc(C)cc(NC(=O)Cn2cc(C(=O)c3ccccc3)c(=O)c3ccc(C)nc32)c1	-2.4
O=C(/C(=C\c1ccc(-c2ccc(Cl)cc2Cl)o1)C(=O)C(F)(F)F)c1ccccc1	7.0
COc1ccc(/C(C)=N/Nc2nc(C)c(C(C)=O)s2)cc1	4.2
CCN(CC)CCNC(=O)c1ccc2c(c1)sc1nc(-c3ccc(F)cc3)cn12	-33.9
COc1ccc(C(=O)CSc2nc(N)c(C#N)c(-c3ccccc3)c2C#N)cc1	1.3
CC(C)N(C)CCOC(=O)C(C)(c1ccccc1)c1ccccc1	-3.3
CC(=O)N1c2ccc(S(=O)(=O)NCCC(=O)Nc3ccc(C)cc3Br)cc2CC1C (stereo unspecified)	-1.3
CCc1c(-c2nc(-c3c(C)ncc4c3CCNC4)no2)c(=O)cc(C)n1C	3.4
COc1cc(-c2nnc(SCc3ccc(Cl)cc3Cl)o2)cc(OC)c1OC	2.5
Cc1cccc(C)c1NC(=O)c1nc(S(C)(=O)=O)ncc1N(Cc1ccc(F)cc1)Cc1ccco1	6.2
Cc1cc(SCC#N)nc2ccccc12	-3.7
Cc1cc(Nc2cccc(Cl)c2)nc2ccc(NC(=O)Cc3ccc(Cl)cc3)cc12	-7.0
Cc1ccc2nc(-c3ccc(NC(=O)C45CC6CC(C4)CC(n4cnc(Br)n4)(C6)C5)cc3)sc2c1	-9.2
CC(=C1C(=O)c2ccccc2C1=O)N1c2ccccc2N=C2CC(C)(C)CC(=O)C2C1c1ccc(F)cc1 (stereo unspecified)	-12.6
O=C1c2cccc(Cl)c2C(=O)N1c1ccccn1	-2.3
COC(=O)c1c(NC(=O)Cn2nc(C)c([N+](=O)[O-])c2C)sc2c1CCCC2	2.8
O=C(c1ccc2c(c1)N(Cc1ccccc1Cl)C(=O)c1ccccc1S2)N1CCCC1	-5.6
COCC(=O)Nc1cc(C(=O)N2CCCC(c3ccccc3C)C2)cc2nc(-c3cccnc3)n(C)c12 (stereo unspecified)	1.0
Cc1ccc(C)c(S(=O)(=O)N2CCC(C(=O)NC3CCCC3)CC2)c1	0.7
COc1ccc(CNC(=O)c2cn(-c3cccc(OC)c3)c(=O)c3ccccc23)cc1	5.1
O=C(Nc1ccccc1)c1ccc(Cl)c(S(=O)(=O)Nc2ccccc2)c1	-1.6
Cc1ccc(-c2cnc3ccccc3n2)c(C)c1	-0.6
Cc1nc(N(C)C2CCCCC2)ncc1C(C)NC(=O)CCC(=O)N(C)C (stereo unspecified)	-7.7
O=C(O)C1CCCN1c1ncnc2c1oc1ccccc12 (stereo unspecified)	-1.2
C=CCn1c(CNC(=O)c2ccco2)nnc1SCC(=O)Nc1sc2c(c1C#N)CCCC2	1.5
COc1ccc(-c2cc(C(F)(F)F)nc(S(=O)(=O)CCCC(=O)Nc3ccccc3C(F)(F)F)n2)cc1OC	9.8
CCCc1cc2c(cc1NC(=O)C(c1ccccc1)c1ccccc1)OCO2	-4.9
COc1ccccc1CN1C(=O)O[C@@H]2CN(S(=O)(=O)N3CCCC3)C[C@@H]21	-6.2
COc1ccc(/C=N/NC(=O)C2C(C=C(Cl)Cl)C2(C)C)c(OC)c1 (stereo unspecified)	-2.2
Cc1nc2cc(NC(=O)NC3=NCCS3)ccc2n1C	3.1
CC1=NC2=C(C(=O)CC(c3ccccc3)C2)C(c2ccc(F)cc2)C1C(=O)Nc1cccnc1 (stereo unspecified)	3.1
CC(=O)Nc1ccc(CN2CCc3c([nH]c4ccccc34)C2c2ccccn2)cc1 (stereo unspecified)	-3.4
O=C(OCc1ccc(Cl)cc1)c1ccccc1N1C(=O)c2ccccc2C1=O	2.8
Nc1nc2sc3c(c2cc1C(=O)N1CCOCC1)CCCC3	0.7
CSc1ncc(CN2CC[C@@H](N(C)CCc3ccccn3)[C@H](O)C2)cn1	-0.6
CC(=O)N1CCN(C(=O)c2ccc(S(=O)(=O)N3CCCC3)cc2)CC1	5.9
CCOc1ccc(NC(=O)CSc2nc(-c3cccc(Cl)c3)nc3c2Cc2c(CO)cnc(C)c2O3)cc1	-6.2
CCCCc1ncc(CN2CCc3onc(-c4ccc5c(c4)OCO5)c3C2)[nH]1	0.7
CCN(CC)S(=O)(=O)c1ccc(C)cc1	1.7
O=C(Nc1ccccc1F)C(Cc1ccccc1)N1Cc2ccccc2C1=O (stereo unspecified)	4.1
C=CCc1ccccc1OCc1nc2ccc(C)cc2[nH]1	1.4
COc1cc2[nH]c(=O)n(CCCC(=O)NCc3ccccc3Cl)c(=O)c2cc1OC	-14.4
(further entries)
SMILES	ROC1-CUL1 inh
Cc1ccc2[nH]c3c(c2c1)CCC/C3=N\N=C\c1ccc(N(C)C)cc1	-2.2
COc1ccc(-n2ncc(C(=O)Nc3ccc4c(c3)OCO4)c2C2CCN(C(=O)OC(C)(C)C)CC2)cc1	2.7
COc1ccccc1CCNC(=O)c1cccn1-c1nnc(N2CCCC2)s1	5.1
CCCNC(=O)c1ccccc1NC(=O)C(OC)c1ccccc1 (stereo unspecified)	-1.5
Cn1c(C(=O)N2CCN(c3ccccc3)CC2)cc2ccccc21	5.8
CCC(CC)C(=O)Nc1ccc(OCc2cc(=O)n3ccsc3n2)cc1	7.8
O=C(Cc1ccccc1)NC(NCCOC12CC3CC(CC(C3)C1)C2)(C(F)(F)F)C(F)(F)F	-10.2
CC(C)CCNC(=O)c1cc(Br)ccc1Br	1.2
COc1ccc(Cc2nnc(Nc3ccccc3)[nH]c2=O)cc1OC	9.8
COc1ccccc1NS(=O)(=O)c1ccc2c(c1)Cc1ccccc1-2	1.2
O=C(N/N=C/c1ccncc1)c1ccccc1Br	5.2

Two records drawn at random from the list so far:
SMILES	ROC1-CUL1 inh
CCOc1ccc(NC(=O)Cn2cc(C(=O)c3ccc(F)cc3)c(=O)c3cc4c(cc32)OCCO4)cc1	-4.8
COc1ccc(NC(=O)c2ccc(NC(=O)CCS(=O)(=O)c3cccs3)cc2)cc1Cl	-2.7
